TNAP inhibition: inhibition of tissue-nonspecific alkaline phosphatase – biochemical, luminescent (AID 518); purified TNAP enzyme, luminescent substrate readout; higher % means a stronger effect; inhibition, % at 20 µM, or IC50 in µM where a hit was titrated; 64,000 tested, 0.09% active; in the data active = a potency from the dose series; inactive = the rest, 99 in 100 with inhibition below about 22%;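 also: plate controls were vehicle for no effect and reference inhibitor for full effect; many of its hits are not listed in these tables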
Spn PMK inh: blocks S. pneumoniae phosphomevalonate kinase. purified PMK, PK/LDH-coupled NADH absorbance 340 nm. inhibition, % at 10 µM. 65,000 tested, 0.49% active;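 active = top-ranked compounds by inhibition in the single 10 µM screen, taking a fixed number of the strongest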;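 also: 0% = full reaction with DMSO carrier and 100% = background rate without enzyme reaction; no value below 0 was filed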
HPDE-C7 cytotoxicity: cytotoxicity in HPDE-C7 cells, cell-based, fluorescence, HTS (AID 430) | HPDE-C7 pancreatic duct cells viability, fluorescence; higher % means a stronger effect | one-dose cytotoxicity, % at 10 µM; EC50 in µM for titrated hits | 63,000 tested, 1.8% active;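 also: cells exposed to compound for 48 hours before viability readout; 0% = vehicle and 100% = reference cytotoxic drug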
Spn DPM-DC inh: S. pneumoniae DPM-DC inhibition; 65,000 tested, 0.49% active; purified DPM-DC, PK/LDH coupled NADH fluorescence; calls only at 10 µM; AID 556;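 active = the 320 compounds with the highest percent inhibition in the single-dose primary screen, excluding strongly autofluorescent ones, cut at about 32% in these data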;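 also: kinetic rate of NADH fluorescence loss reporting ADP formed by the decarboxylase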
LYP phosphatase: LYP phosphatase inhibitors, primary screen, biochemical, DiFMUP fluorescence, recombinant catalytic domain, 10 µM (AID 606); recombinant LYP catalytic domain, DiFMUP fluorescence; higher % means a stronger effect; inhibition, % at 10 µM, or IC50 in µM where a hit was titrated; 52,000 tested, under 10 active;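 active = IC50 under 40 µM in the dose-response test; inactive = IC50 of 40 µM or more, or never dose-tested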
HT1080 cytotoxicity: HT1080 cell viability loss – fluorescence readout (AID 620); HT1080 viability, fluorescence; higher % means a stronger effect; cytotoxicity, % at 10 µM, or EC50 in µM where a hit was titrated; 87,000 tested, 0.42% active;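 also: cells exposed to compound overnight then 4 h with Alamar Blue; 0% = vehicle DMSO and 100% = killing control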
Bfl-1 inhibitors: Bfl-1 inhibitors, primary screen, biochemical, fluorescence polarization, FITC-Bid, mouse (AID 432); FITC-Bid BH3 peptide fluorescence polarization displacement; higher % means a stronger effect; 64,000 tested, 0.02% active; displacement, % at 20 µM; hits with a dose series show IC50 in µM; in the data active = a potency from the dose series; inactive = the rest, 99 in 100 with displacement below about 15%; also: strong numbers were not always called active
Spn MK inh: S. pneumoniae mevalonate kinase inhibition. purified MK, PK/LDH-coupled NADH absorbance 340 nm. AID 555. 65,000 tested, 0.48% active. inhibition, % at 10 µM;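 active = ranked among the strongest by inhibition in the single 10 µM screen, a fixed top-ranked set picked for dose follow-up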; also: no value below 0 was filed
HPDE-C7K KRASV12: cytotoxicity in KRAS-transformed pancreatic duct cells, primary screen, cell-based, fluorescence, HTS (AID 431); HPDE-C7K KRASV12 cells, Alamar Blue viability, 48 h; higher % means a stronger effect; one-dose cytotoxicity, % at 10 µM; EC50 in µM for titrated hits; 63,000 tested, 1.7% active;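 active = compounds whose percent cytotoxicity in the single-dose primary screen, scaled between solvent and toxic-drug controls, exceeds 50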;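 also: 0% = DMSO solvent wells and 100% = doxorubicin-treated wells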
Spn PMK inh pilot replicates: recorded beside Spn PMK inh, whose call it bears; inhibition, %; measured here: pilot screen replicates
Spn MK inh pilot replicates: second read-out of Spn MK inh, no call of its own (marks repeat the call); inhibition, %; measured here: pilot screen replicates
Spn DPM-DC inh pilot screen %: recorded beside Spn DPM-DC inh, whose call it bears; inhibition, %; measured here: pilot screen trials
Numbers without * were called inactive; i = inactive; / = no result given; & = joins results of further samples. Rule as the data show it, unless noted: active = cytotoxicity above about 50%; inactive = the rest. Not a hit list; 3.5% or so of the library scored in one or more.

SMILES	TNAP inhibition	Spn PMK inh	HPDE-C7 cytotoxicity	Spn DPM-DC inh	LYP phosphatase	HT1080 cytotoxicity	Bfl-1 inhibitors	Spn MK inh	HPDE-C7K KRASV12	others
CCN(CC)S(=O)(=O)c1cccc(-c2nnc(SCCOc3ccccc3)o2)c1	7%	12	-10%	i	2%	0%	4%	3	-5%
O=C1OCC(c2ccccc2)=C1c1ccc(S(=O)(=O)N2CCOCC2)s1	15%	16	/	i	/	-13%	-2%	0	/
COc1ccc(CNC(=O)c2nnn(Cc3ccc(OC)cc3)c2N)cc1	17%	9	-27%	i	-15%	-12%	3%	7	-6%	Spn PMK inh pilot replicates=0.5;Spn MK inh pilot replicates=0.0;Spn DPM-DC inh pilot screen %=0.0
O=c1nc2s/c(=C\c3ccco3)c(=O)n2nc1Cc1ccccc1	10%	2	-31%	i	5%	8%	1%	6	-30%
CCOC(=O)Nc1ccc(C(=O)NCC2CCCO2)cc1 (stereo not drawn)	8%	17	-17%	i	/	0%	-4%	0	-10%
CC1CC2(C)Oc3ccccc3C3OCC1(CO)C(C)C32 (stereo not drawn)	5%	6	6%	i	7%	-7%	1%	10	8%
Cc1ccccc1-n1c(=O)c2ccccc2n2c(=O)[nH]nc12	/	4	/	i	-15%	6%	/	0	/
COc1ccc(-c2cc(C(=O)NCCN3CCOCC3)c3ccccc3n2)cc1	6%	11	-2%	/	-5%	6%	-3%	0	4%
Cc1nc2sc(C(c3cccs3)N3CCOCC3)c(O)n2n1 (stereo not drawn)	16%	10	2%	i	2%	4%	-3%	7	1%	Spn PMK inh pilot replicates=3.5;Spn MK inh pilot replicates=0.0;Spn DPM-DC inh pilot screen %=1.5
COc1cccc(NS(=O)(=O)c2ccc(OC)c(OC)c2)c1	10%	8	19%	i	2%	-4%	-2%	5	19%
Cc1cc(C(F)(F)F)nc(SCC(=O)Nc2cc(C)on2)n1	-1%	0	1%	i	8%	-1%	-3%	6	-14%
CCCCCOC(=O)C1=C(C)N(C)C(=O)NC1c1cc(Br)c(O)c(OC)c1 (stereo not drawn)	18%	10	2%	i	6%	-2%	4%	8	7%	Spn PMK inh pilot replicates=4.5;Spn MK inh pilot replicates=0.0;Spn DPM-DC inh pilot screen %=0.5
CC(=O)NC1(c2cccc(F)c2)CCN(C(=O)Nc2ccc(C#N)cc2)CC1	1%	2	-15%	i	/	2%	1%	16	3%
Cc1ccc(NC(=O)NC2CCCCC2)cc1Cl	3%	2	-13%	i	10%	2%	5%	5	-4%
CS(=O)(=O)N1CCc2cc(-c3csc(NCC4CCCO4)n3)ccc21 (stereo not drawn)	7%	4	-8%	i	-5%	6%	0%	1	5%
COCCN1C(=O)c2oc3cc(C)c(C)cc3c(=O)c2C1c1ccc(O)cc1 (stereo not drawn)	4%	12	-6%	i	/	-4%	6%	9	-7%
COC(=O)c1ccc(NCC(=O)c2ccccc2)cc1	13%	0	-17%	i	-9%	-7%	-7%	7	-2%
Cc1ccccc1CSc1ncc(C#N)c(N)n1	21%	8	-10%	i	24%	25%	-3%	0	-10%
Cc1cc(NC(=O)CSc2nnc(C3CC3)n2N)no1	1%	10	-6%	i	11%	2%	-7%	0	-18%
N#C/C(C(=O)N1CCOCC1)=C1/SC(Cc2ccccc2)C(=O)N1c1ccccc1 (stereo not drawn)	9%	7	-23%	i	/	31%	-3%	8	-7%	Spn PMK inh pilot replicates=0.0;Spn MK inh pilot replicates=0.0;Spn DPM-DC inh pilot screen %=2.0
COc1cc2[nH]c3c(N4CCC(C(N)=O)CC4)ncnc3c2cc1OC	11%	19	/	i	/	-7%	-4%	3	/
N#CC1=C(N)Oc2n[nH]c(-c3ccccc3)c2C1c1cccnc1 (stereo not drawn)	17%	13	2%	i	3%	5%	0%	0	-2%
Cc1csc(NC(=O)CSc2nc(C)nc3c2c(=O)n(C)c(=O)n3C)n1	1%	11	-1%	i	-6%	4%	-8%	5	-6%
COc1cccc(N2C(=O)C3CCCN3C2c2ccc(N(C)C)cc2)c1 (stereo not drawn)	10%	0	-15%	i	-3%	-1%	3%	8	10%
CC1CCC(C(C)C)C(OC(=O)COC(=O)c2ccc(=O)[nH]c2)C1 (stereo not drawn)	6%	18	-3%	i	-1%	-2%	2%	0	1%

Reprinted from the part before: 2 compounds, then new ones.
SMILES	TNAP inhibition	Spn PMK inh	HPDE-C7 cytotoxicity	Spn DPM-DC inh	LYP phosphatase	HT1080 cytotoxicity	Bfl-1 inhibitors	Spn MK inh	HPDE-C7K KRASV12	others
COc1cccc(N2C(=O)C3CCCN3C2c2ccc(N(C)C)cc2)c1 (stereo not drawn)	10%	0	-15%	i	-3%	-1%	3%	8	10%
CC1CCC(C(C)C)C(OC(=O)COC(=O)c2ccc(=O)[nH]c2)C1 (stereo not drawn)	6%	18	-3%	i	-1%	-2%	2%	0	1%
C=CCn1c(SCC(=O)Nc2sc(C)c(C)c2C(=O)OCC)nnc1-c1sc(N)nc1C	12%	0	-9%	i	11%	-2%	4%	10	-5%
O=C1CSC(c2ccccc2F)N1c1cc(Cl)ccc1O (stereo not drawn)	9%	13	9%	i	3%	3%	-5%	6	5%
COc1ccc(NC(=O)CSc2nnc(-c3ccco3)n2C)cc1	1%	3	-11%	i	-5%	1%	5%	/	0%
CCCC(=O)Nn1cnc2c(c1=O)C1(CCCC1)Cc1ccccc1-2	9%	5	3%	i	2%	32%	3%	0	-10%
COc1ccc2c(c1)C1(Nc3ccccc3-c3nc4ccccc4n31)C(=O)N2C (stereo not drawn)	2%	11	/	i	8%	-2%	0%	5	/
CSc1nnc(-c2cnccn2)n1Cc1ccccc1	6%	23	-5%	i	6%	-5%	0%	5	4%	Spn PMK inh pilot replicates=3.0;Spn MK inh pilot replicates=0.0;Spn DPM-DC inh pilot screen %=2.5
COc1ccc(C2=C(N)c3ccccc3C2=O)cc1	11%	0	3%	i	3%	0%	5%	3	-2%
O=c1cc2c(n[nH]1)CCCC2	1%	4	-17%	i	/	0%	3%	5	-13%
O=C(Nn1c(C2CCC2)nc2ccccc2c1=O)C1CCC1	1%	12	-14%	i	11%	0%	-9%	3	-22%
CCOc1ccc(C2NC(=O)c3ccccc3O2)cc1 (stereo not drawn)	4%	12	-15%	i	20%	0%	2%	7	-16%
Cc1cc(NC(=O)Cn2nnc3sc4c(c3c2=O)CCC(C(C)(C)C)C4)no1 (stereo not drawn)	14%	17	17%	i	/	-2%	-2%	1	29%
CN(C)c1nc(C(=O)Nc2ccccc2)nc(N(C)C)n1	/	0	/	i	/	-4%	/	0	/
O=P1(c2ccccc2)C=Cn2c1cc1c2CCCC1 (stereo not drawn)	1%	14	-3%	i	18%	-1%	1%	3	-2%
Cc1csc(NC(=O)c2c(O)c3cccc4c3n(c2=O)CCC4)n1	8%	11	-11%	i	-4%	-2%	-4%	12	-16%
CCn1c(SCC(=O)c2cc(OC)ccc2OC)nnc1C1CC1	0%	13	2%	i	5%	-1%	-1%	8	4%
COc1ccc(OC)c(C2C(C(=O)c3ccc(C)o3)=C(O)C(=O)N2CCCN2CCOCC2)c1 (stereo not drawn)	5%	2	5%	i	-40%	-8%	3%	3	-2%
O=C(Nc1ccccc1C(=O)N1CCCC1)C1CCN(c2ncccn2)CC1	3%	14	-9%	i	10%	9%	2%	0	-8%
CN(Cc1nc(-c2ccccn2)no1)S(=O)(=O)c1ccccc1	3%	8	2%	i	-1%	-4%	-8%	8	-3%
CCN(CC(=O)NC(C)C)C(=O)c1ccc(S(=O)(=O)N(C)c2ccccc2OC)cc1	0%	8	-8%	i	/	-3%	-18%	0	0%
O=C(CCC(=O)N1CCCC1)Nc1nnc(C2CCCCC2)s1	15%	6	19%	i	9%	0%	-3%	1	9%
Cc1ccnc(N2CCCC(C(=O)Nc3cc(F)ccc3C)C2)n1 (stereo not drawn)	8%	12	-13%	i	16%	1%	0%	0	-20%
CN(C)c1oc(-c2ccccc2F)nc1C#N	9%	2	-9%	/	12%	3%	-6%	4	-6%	Spn PMK inh pilot replicates=0.0;Spn MK inh pilot replicates=1.5
Cc1noc(NS(=O)(=O)c2ccc(N)cc2)c1C	11%	7&0	9%	i	/	/	-7%	11&9	7%	Spn PMK inh pilot replicates=0.0;Spn MK inh pilot replicates=0.0;Spn DPM-DC inh pilot screen %=0.0
CC(=O)c1cccc(NC(=O)CN(c2cccc(F)c2)S(C)(=O)=O)c1	-1%	2	-8%	i	-8%	/	4%	10	-10%
O=C(CCCN1C(=O)c2ccccc2C1=O)Nc1ccccn1	6%	3	-10%	i	-17%	5%	-4%	5	2%
CCCCCCn1c(CN2CCN(C(=O)c3ccco3)CC2)nc2c1c(=O)n(C)c(=O)n2C	6%	0	20%	i	8%	-5%	3%	6	1%
O=C(Cn1cnc2c(cnn2-c2ccc(F)cc2)c1=O)NCc1ccco1	12%	21	-11%	i	/	/	-12%	10	-11%

Filtered by structure, the compounds so far containing a cyano group (5)
SMILES	TNAP inhibition	Spn PMK inh	HPDE-C7 cytotoxicity	Spn DPM-DC inh	LYP phosphatase	HT1080 cytotoxicity	Bfl-1 inhibitors	Spn MK inh	HPDE-C7K KRASV12	others
CC(=O)NC1(c2cccc(F)c2)CCN(C(=O)Nc2ccc(C#N)cc2)CC1	1%	2	-15%	i	/	2%	1%	16	3%
Cc1ccccc1CSc1ncc(C#N)c(N)n1	21%	8	-10%	i	24%	25%	-3%	0	-10%
N#C/C(C(=O)N1CCOCC1)=C1/SC(Cc2ccccc2)C(=O)N1c1ccccc1 (stereo not drawn)	9%	7	-23%	i	/	31%	-3%	8	-7%	Spn PMK inh pilot replicates=0.0;Spn MK inh pilot replicates=0.0;Spn DPM-DC inh pilot screen %=2.0
N#CC1=C(N)Oc2n[nH]c(-c3ccccc3)c2C1c1cccnc1 (stereo not drawn)	17%	13	2%	i	3%	5%	0%	0	-2%
CN(C)c1oc(-c2ccccc2F)nc1C#N	9%	2	-9%	/	12%	3%	-6%	4	-6%	Spn PMK inh pilot replicates=0.0;Spn MK inh pilot replicates=1.5

Arranged by length of the SMILES (descending): some entries from above
SMILES	TNAP inhibition	Spn PMK inh	HPDE-C7 cytotoxicity	Spn DPM-DC inh	LYP phosphatase	HT1080 cytotoxicity	Bfl-1 inhibitors	Spn MK inh	HPDE-C7K KRASV12	others
Cc1cc(NC(=O)CSc2nnc(C3CC3)n2N)no1	1%	10	-6%	i	11%	2%	-7%	0	-18%
Cc1noc(NS(=O)(=O)c2ccc(N)cc2)c1C	11%	7&0	9%	i	/	/	-7%	11&9	7%	Spn PMK inh pilot replicates=0.0;Spn MK inh pilot replicates=0.0;Spn DPM-DC inh pilot screen %=0.0
Cc1ccc(NC(=O)NC2CCCCC2)cc1Cl	3%	2	-13%	i	10%	2%	5%	5	-4%

Bioassay records deposited in PubChem by several laboratories.
